S1P2 antag = S1P2 (human) receptor antagonism; inhibition, % at 5 µM; cell-based S1P2 antagonist assay, inhibition at 5 uM; O95136; hit rate 0.21% among 97,000; in the data active means inhibition above about 45%;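 further: CRE beta-lactamase reporter cells expressing human S1P2 stimulated with S1P; 0% = agonist at EC80 alone and 100% = agonist plus reference antagonist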
EphB4 antag = EphB4-ephrin-B2 interaction antagonism; AID 720; hit rate 0.15% among 97,000; EphB4 LBD / TNYL-RAW-Alexa532 peptide, fluorescence polarization; P54760; inhibition, % at 7 µM;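 active means inhibition above the screen-wide mean inhibition plus 3 SD, cut at about 15% in these data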;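 further: 0% = DMSO wells and 100% = excess unlabeled TNYL-RAW peptide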
Rev-RRE block = disrupts HIV-1 Rev binding to RRE RNA; AID 704; inhibition, % at 8 µM; Rev peptide-RRE RNA binding, FRET; P05866; hit rate 0.79% among 97,000;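 active means inhibition above the screen-wide mean plus 3 SD, cut at about 35% in these data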;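 further: 0% = median DMSO wells and 100% = median Neomycin B control wells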
Target sequence (P05866 whole entry, looked up): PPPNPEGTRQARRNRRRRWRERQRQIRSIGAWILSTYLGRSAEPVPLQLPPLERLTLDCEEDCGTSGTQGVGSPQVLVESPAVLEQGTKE
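Test system: Cy5-tagged RRE RNA duplex with fluorescein-tagged Rev peptide; Probe or stimulus: labelled Rev peptide; Schedule: 5 min preincubation and 15 min binding, 25 °C; Signal: FRET fluorescence readout; Evaluation: % inhibition from 671/540 nm acceptor-to-donor ratio, scaled between controls; Control set: DMSO and neomycin B.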
PostGolgi ctrl = growth of the yeast control strain, post-Golgi counter-screen; AID 738; inhibition, % at 10 µM; hit rate 5% among 98,000; efflux-deficient yeast background strain, growth absorbance A615, 16 h
FAK blocker = inhibitors of human focal adhesion kinase; Q05397; biochemical FAK kinase activity assay; inhibition, %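 (tested at 7 µM)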; hit rate 0.84% among 97,000; in the data active means inhibition above about 19%;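 further: 0% = DMSO and 100% = reference compound high control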
PostGolgi yeast = growth inhibition of a yeast mutant, post-Golgi transport screen | post-Golgi transport phenotypic cell assay | inhibition, % at 10 µM | AID 739 | hit rate 0.9% among 98,000;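 further: yeast cells grown in 1536-well plates; yeast grown about 18 h at 30C before absorbance read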
PTPN22 act = LYP (human) phosphatase activation; Q9Y2R2; recombinant LYP, DiFMUP fluorescence; 0 = plate median, 100 = signal doubled; activation, % at 2 µM; hit rate 0.11% among 96,000; AID 697;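 active means activation at 2 µM above a set limit, the mean plus 5 SD, cut at about 37% in these data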
Target sequence (Q9Y2R2 whole entry, looked up): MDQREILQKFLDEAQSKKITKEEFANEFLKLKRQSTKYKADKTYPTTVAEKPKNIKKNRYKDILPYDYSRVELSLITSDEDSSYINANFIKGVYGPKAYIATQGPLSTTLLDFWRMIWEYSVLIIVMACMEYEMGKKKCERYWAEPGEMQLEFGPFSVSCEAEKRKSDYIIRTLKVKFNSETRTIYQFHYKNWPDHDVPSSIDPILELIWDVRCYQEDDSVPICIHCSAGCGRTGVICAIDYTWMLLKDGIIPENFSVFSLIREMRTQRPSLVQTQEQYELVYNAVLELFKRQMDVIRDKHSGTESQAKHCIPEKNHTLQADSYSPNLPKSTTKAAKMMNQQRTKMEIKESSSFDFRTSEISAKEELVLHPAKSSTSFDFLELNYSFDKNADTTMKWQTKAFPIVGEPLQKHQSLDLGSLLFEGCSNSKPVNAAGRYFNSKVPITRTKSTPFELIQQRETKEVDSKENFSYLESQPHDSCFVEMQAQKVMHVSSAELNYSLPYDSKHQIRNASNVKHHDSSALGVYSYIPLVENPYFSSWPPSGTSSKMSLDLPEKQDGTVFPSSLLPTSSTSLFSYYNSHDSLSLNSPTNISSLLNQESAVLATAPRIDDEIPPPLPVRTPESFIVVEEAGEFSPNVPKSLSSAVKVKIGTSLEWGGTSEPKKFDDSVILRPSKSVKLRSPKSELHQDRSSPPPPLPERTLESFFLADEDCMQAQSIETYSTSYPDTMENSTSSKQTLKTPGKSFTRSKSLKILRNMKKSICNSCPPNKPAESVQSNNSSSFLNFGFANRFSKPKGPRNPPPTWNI
S1P2 ag = agonists of human S1P2 receptor. O95136. S1P2-expressing cell line, agonist reporter read-out. activation, % at 4.5 µM. hit rate 0.46% among 97,000. AID 729; in the data active means activation above about 16%;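 further: 0% = vehicle low control and 100% = maximal reference agonist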
LYP inh 2 = inhibitors of human LYP (PTPN22) phosphatase; inhibition, % at 2 µM; recombinant LYP catalytic domain, DiFMUP fluorescence; Q9Y2R2; hit rate 0.21% among 96,000;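 active means inhibition at 2 µM at or above a set limit, the screen mean plus 3 SD, cut at about 24% in these data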;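 further: 0% = DMSO with enzyme and 100% = enzyme fully blocked by orthovanadate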
The depositor's hits bear a star. Unless noted, no stated cut-off is given here; in the data, active means inhibition above about 30%; inactive means the rest. Some of the compounds tested; count on the stated rates, not on these rows.

How did Cc1ccccc1Cc1c(C)nc2nc(SCC(=O)N3CCC4(CC3)OCCO4)nn2c1C do in these assays?
S1P2 antag: -5; EphB4 antag: 7; Rev-RRE block: 7; PostGolgi ctrl: 4; FAK blocker: 2; PostGolgi yeast: -2; PTPN22 act: 0; S1P2 ag: -8; LYP inh 2: -1

What do the screens show for `CC12CN3CC(C)(CN(C1)C3c1ccncc1)C2=O` (stereo not drawn)?
S1P2 antag: 1; EphB4 antag: 0; Rev-RRE block: 2; PostGolgi ctrl: 6; FAK blocker: -2; PostGolgi yeast: 1; PTPN22 act: -2; S1P2 ag: -9; LYP inh 2: 3

What do the screens show for `O=c1cccc2n1CC1CC2CN(C(c2cccc(F)c2)c2sc3ncnn3c2O)C1` (stereo not drawn)?
S1P2 antag: -8; EphB4 antag: -5; Rev-RRE block: -1; PostGolgi ctrl: 0; FAK blocker: -1; PostGolgi yeast: 5; PTPN22 act: 9; S1P2 ag: -2; LYP inh 2: -14

Results for OC1(c2ccc(F)cc2)CCNC1 (stereo not drawn) ?
S1P2 antag: 13; EphB4 antag: 9; Rev-RRE block: 1; PostGolgi ctrl: 16; FAK blocker: -3; PostGolgi yeast: -3; PTPN22 act: -4; S1P2 ag: -2; LYP inh 2: 2

What do the screens show for `O=C1NC(=O)N(c2ccccc2)C(=O)/C1=C/c1ccc(Sc2ccccc2)o1`?
S1P2 antag: 47*; EphB4 antag: -7; Rev-RRE block: 20; PostGolgi ctrl: 10; FAK blocker: -7; PostGolgi yeast: -1; PTPN22 act: -8; S1P2 ag: 0; LYP inh 2: 8

How did c1cncc(C2CCCCN2Cc2ccc3c(c2)OCO3)c1 (stereo not drawn) do in these assays?
S1P2 antag: 17; EphB4 antag: 0; Rev-RRE block: 0; PostGolgi ctrl: 4; FAK blocker: -1; PostGolgi yeast: -3; PTPN22 act: -7; S1P2 ag: -6; LYP inh 2: 6

How did O=C(CN1CCCCC1)NCC(=O)Nc1ccc(Br)cc1C(=O)c1ccccc1 do in these assays?
S1P2 antag: -6; EphB4 antag: -10; Rev-RRE block: 2; PostGolgi ctrl: 14; FAK blocker: -5; PostGolgi yeast: -3; PTPN22 act: 6; S1P2 ag: -1; LYP inh 2: -3

Results for c1ccc2c(CN3CCCCCCC3)c[nH]c2c1 ?
S1P2 antag: 5; EphB4 antag: 2; Rev-RRE block: 7; PostGolgi ctrl: 4; FAK blocker: 1; PostGolgi yeast: -3; PTPN22 act: 1; S1P2 ag: -7; LYP inh 2: 0

Results for CCC(C)N=Cc1c(O)n(-c2ccccc2)c(=O)[nH]c1=O (stereo not drawn) ?
S1P2 antag: -7; EphB4 antag: -6; Rev-RRE block: 5; PostGolgi ctrl: 8; FAK blocker: -1; PostGolgi yeast: 4; PTPN22 act: -9; S1P2 ag: 2; LYP inh 2: 9

Results for OC(c1ccc(F)cc1)C(c1ccccc1)N1CCOCC1 (stereo not drawn) ?
S1P2 antag: -5; EphB4 antag: 2; Rev-RRE block: 4; PostGolgi ctrl: 2; FAK blocker: 0; PostGolgi yeast: -4; PTPN22 act: 11; S1P2 ag: -1; LYP inh 2: -8

How did CCc1nc2ccccc2c(=O)n1-c1ccc2ccccc2c1 do in these assays?
S1P2 antag: -35; EphB4 antag: -5; Rev-RRE block: 3; PostGolgi ctrl: 17; FAK blocker: 2; PostGolgi yeast: 19; PTPN22 act: -4; S1P2 ag: -2; LYP inh 2: 2

Results for COc1ccccc1-n1c(O)c(C=NCCN2CCNCC2)c(=O)[nH]c1=O ?
S1P2 antag: -8; EphB4 antag: 2; Rev-RRE block: 2; PostGolgi ctrl: 26; FAK blocker: -10; PostGolgi yeast: -21; PTPN22 act: 13; S1P2 ag: -4; LYP inh 2: -9

Results for Nc1c(C(=O)NC2CCCC2)c2nc3ccccc3nc2n1CC1CCCO1 (stereo not drawn) ?
S1P2 antag: -56; EphB4 antag: 11; Rev-RRE block: 7; PostGolgi ctrl: 62*; FAK blocker: 36*; PostGolgi yeast: -2; PTPN22 act: 6; S1P2 ag: 44*; LYP inh 2: -9

Results for O=C(c1cc2ccccn2n1)N1CCC2(CC1)OCCO2 ?
S1P2 antag: 18; EphB4 antag: -2; Rev-RRE block: 3; PostGolgi ctrl: 1; FAK blocker: -4; PostGolgi yeast: 3; PTPN22 act: -6; S1P2 ag: -3; LYP inh 2: 4

What do the screens show for `CC(C(N)=O)N1CC(c2ccccc2)CC1=O` (stereo not drawn)?
S1P2 antag: 3; EphB4 antag: 3; Rev-RRE block: 4; PostGolgi ctrl: 0; FAK blocker: 0; PostGolgi yeast: 0; PTPN22 act: 5; S1P2 ag: 4; LYP inh 2: -4

Retrieved one by one from the entries so far:
Results for Nc1c(C(=O)NC2CCCC2)c2nc3ccccc3nc2n1CC1CCCO1 (stereo not drawn) ?
S1P2 antag: -56; EphB4 antag: 11; Rev-RRE block: 7; PostGolgi ctrl: 62*; FAK blocker: 36*; PostGolgi yeast: -2; PTPN22 act: 6; S1P2 ag: 44*; LYP inh 2: -9

What do the screens show for `O=c1cccc2n1CC1CC2CN(C(c2cccc(F)c2)c2sc3ncnn3c2O)C1` (stereo not drawn)?
S1P2 antag: -8; EphB4 antag: -5; Rev-RRE block: -1; PostGolgi ctrl: 0; FAK blocker: -1; PostGolgi yeast: 5; PTPN22 act: 9; S1P2 ag: -2; LYP inh 2: -14

Carrying on.
How did CCNCC1(c2ccc(OC)c(OC)c2)CCCC1 do in these assays?
S1P2 antag: 5; EphB4 antag: 6; Rev-RRE block: 5; PostGolgi ctrl: 0; FAK blocker: -1; PostGolgi yeast: 3; PTPN22 act: -9; S1P2 ag: -3; LYP inh 2: 8

Results for Cc1n[nH]c(C)c1CCN ?
S1P2 antag: 7; EphB4 antag: -5; Rev-RRE block: 5; PostGolgi ctrl: -4; FAK blocker: 3; PostGolgi yeast: -19; PTPN22 act: 1; S1P2 ag: -5; LYP inh 2: -2

Results for O=C(O)C(O)(c1ccccc1)C1CCCC1 (stereo not drawn) ?
S1P2 antag: 17; EphB4 antag: -5; Rev-RRE block: 4; PostGolgi ctrl: -4; FAK blocker: 0; PostGolgi yeast: 4; PTPN22 act: 7; S1P2 ag: -4; LYP inh 2: -8

Results for CC(C)NS(=O)(=O)c1ccc(OCC(=O)N2CCN(Cc3ccccc3)CC2)cc1 ?
S1P2 antag: 15; EphB4 antag: -4; Rev-RRE block: 5; FAK blocker: -4; PTPN22 act: 6; S1P2 ag: -3; LYP inh 2: -3

Results for Cc1ccc(-c2nc3ccc(Cl)cc3n2OC(=O)N(C)C)cc1 ?
S1P2 antag: 16; EphB4 antag: 7; Rev-RRE block: 9; PostGolgi ctrl: 5; FAK blocker: 3; PostGolgi yeast: 8; PTPN22 act: 3; S1P2 ag: -3; LYP inh 2: -3

How did CCCCOCCCn1c(N)c(C(=O)OCCOC)c2nc3ccccc3nc21 do in these assays?
S1P2 antag: -15; EphB4 antag: -11; Rev-RRE block: 1; PostGolgi ctrl: 16; FAK blocker: -1; PostGolgi yeast: 1; PTPN22 act: 6; S1P2 ag: -2; LYP inh 2: -9

What do the screens show for `CCOC(=O)C(O)(c1cn(C)c2ccccc12)C(F)(F)F` (stereo not drawn)?
S1P2 antag: 10; EphB4 antag: 2; Rev-RRE block: 3; PostGolgi ctrl: 1; FAK blocker: 3; PostGolgi yeast: -2; PTPN22 act: 4; S1P2 ag: 0; LYP inh 2: -7

Results for CCOC(=O)CN1C(=O)C2(C(C#N)=C(N)Oc3ccccc32)C(C(=O)OC)=C1C (stereo not drawn) ?
S1P2 antag: 0; EphB4 antag: 6; Rev-RRE block: 10; PostGolgi ctrl: 4; FAK blocker: 0; PostGolgi yeast: 22; PTPN22 act: -6; S1P2 ag: -8; LYP inh 2: 6

Results for CN1C(=O)C(Cc2cccc3ccccc23)C(=O)N(C)C1=O ?
S1P2 antag: -8; EphB4 antag: 4; Rev-RRE block: 4; PostGolgi ctrl: -12; FAK blocker: 0; PostGolgi yeast: 8; PTPN22 act: 10; S1P2 ag: 2; LYP inh 2: -11

Results for CCCCCn1c(=O)c(C(=O)Nc2c(C)n(C)n(-c3ccccc3)c2=O)c(O)c2ccccc21 ?
S1P2 antag: 14; EphB4 antag: 0; Rev-RRE block: 5; PostGolgi ctrl: 16; FAK blocker: -8; PostGolgi yeast: 14; PTPN22 act: -4; S1P2 ag: 0; LYP inh 2: 9

How did CCCCCCCSc1cc(OC)c(CCNC)cc1OC do in these assays?
S1P2 antag: 15; EphB4 antag: 2; Rev-RRE block: 8; PostGolgi ctrl: 49*; FAK blocker: 4; PostGolgi yeast: 0; PTPN22 act: -10; S1P2 ag: -7; LYP inh 2: 12

Results for CC(O)(CS(=O)(=O)c1ccccc1)C(=O)Nc1cccc(C(F)(F)F)c1 (stereo not drawn) ?
S1P2 antag: -1; EphB4 antag: 3; Rev-RRE block: 6; PostGolgi ctrl: 1; FAK blocker: -3; PostGolgi yeast: -8; PTPN22 act: -6; S1P2 ag: -5; LYP inh 2: 9

Results for N#Cc1ccccc1Cn1cc(C(=O)c2ccco2)c2ccccc21 ?
S1P2 antag: -7; EphB4 antag: -4; Rev-RRE block: 7; PostGolgi ctrl: 12; FAK blocker: 6; PostGolgi yeast: -5; PTPN22 act: -6; S1P2 ag: 2; LYP inh 2: 5

Results for CCC(CC)C1C(C#N)=C(N)Oc2c1c(=O)oc1ccccc21 (stereo not drawn) ?
S1P2 antag: -18; EphB4 antag: 3; Rev-RRE block: 14; FAK blocker: 6; PTPN22 act: -12; S1P2 ag: -4; LYP inh 2: 12

What do the screens show for `Nc1c(C(=O)OC2CCCCC2)c2nc3ccccc3nc2n1CC1CCCO1` (stereo not drawn)?
S1P2 antag: -10; EphB4 antag: -3; Rev-RRE block: 14; PostGolgi ctrl: 23; FAK blocker: 3; PostGolgi yeast: 7; PTPN22 act: 3; S1P2 ag: 4; LYP inh 2: -4

Results for CC12CCCCC1=[N+]([O-])CN2O (stereo not drawn) ?
S1P2 antag: 10; EphB4 antag: 1; Rev-RRE block: 11; PostGolgi ctrl: 15; FAK blocker: -2; PostGolgi yeast: 3; PTPN22 act: -6; S1P2 ag: -1; LYP inh 2: 5

What do the screens show for `COC(=O)C(c1ccccc1)N1CCCCCC1` (stereo not drawn)?
S1P2 antag: -21; EphB4 antag: -2; Rev-RRE block: 4; PostGolgi ctrl: 10; FAK blocker: 0; PostGolgi yeast: 9; PTPN22 act: 8; S1P2 ag: 1; LYP inh 2: -5

How did CSc1ccc(CNC2CN3CCC2CC3)cc1 (stereo not drawn) do in these assays?
S1P2 antag: 6; EphB4 antag: 1; Rev-RRE block: 7; PostGolgi ctrl: 4; FAK blocker: -4; PostGolgi yeast: -1; PTPN22 act: 3; S1P2 ag: -4; LYP inh 2: -5

How did O=C(CN1CCOCC1)c1ccc2cc[nH]c2c1 do in these assays?
S1P2 antag: 2; EphB4 antag: -7; Rev-RRE block: 10; PostGolgi ctrl: -5; FAK blocker: 6; PostGolgi yeast: 1; PTPN22 act: 9; S1P2 ag: -5; LYP inh 2: -12

What do the screens show for `Cc1ccc(C)c(NC2=NCCCS2)c1`?
S1P2 antag: 13; EphB4 antag: -3; Rev-RRE block: 6; PostGolgi ctrl: 3; FAK blocker: -4; PostGolgi yeast: 5; PTPN22 act: 10; S1P2 ag: -7; LYP inh 2: -7

What do the screens show for `CCOC(=O)[C@@]1(C#N)[C@@H]2C=CC(C(N)=O)=CN2[C@@H](C(N)=O)[C@@H]1c1cccc(Cl)c1`?
S1P2 antag: 10; EphB4 antag: -5; Rev-RRE block: 17; PostGolgi ctrl: 3; FAK blocker: 5; PostGolgi yeast: 1; PTPN22 act: 6; S1P2 ag: -4; LYP inh 2: -2

What do the screens show for `Cc1ccc(S(=O)(=O)N2CCCC(C(=O)N3CCC4(CC3)OCCO4)C2)cc1` (stereo not drawn)?
S1P2 antag: -1; EphB4 antag: -1; Rev-RRE block: 3; PostGolgi ctrl: 24; FAK blocker: 0; PostGolgi yeast: 5; PTPN22 act: -3; S1P2 ag: -6; LYP inh 2: 2
